Screening data deposited in PubChem by Sanford-Burnham Center for Chemical Genomics.
Jurkat NFkB inh – lowers PMA/ionomycin-induced NF-kB signal in Jurkat cells | PMA/ionomycin-induced NF-kB luciferase reporter, luminescence | inhibition, % at 4 µM | 330,000 tested, 0.53% active
Gli-Sufu block – antagonists of Gli-Sufu signaling. 340,000 tested, 0.74% active. inhibition, % at 5 µM. Sufu-KO-LIGHT fibroblasts, Gli luciferase reporter luminescence;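 active means inhibition above about 55%, limit read from the data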;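 further: 0% = DMSO-treated cells and 100% = wells with medium but no cells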
SENP8 block – SENP8 protease inhibition; Q96LD8; purified SENP8, Z-RLRGG-aminoluciferin cleavage, luminescence; inhibition, % at 10 µM; 330,000 tested, 1.2% active; AID 2540
Target sequence (Q96LD8 whole entry, looked up): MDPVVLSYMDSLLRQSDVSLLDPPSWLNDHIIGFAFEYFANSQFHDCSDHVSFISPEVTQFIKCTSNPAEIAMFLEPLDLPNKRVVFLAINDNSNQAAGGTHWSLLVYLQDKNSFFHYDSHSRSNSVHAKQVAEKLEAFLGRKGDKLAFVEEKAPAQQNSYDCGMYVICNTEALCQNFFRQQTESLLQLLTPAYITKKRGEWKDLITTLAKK
Apaf1 inhib – inhibitors of human Apaf-1 apoptosome; reconstituted apoptosome caspase-3 activity, DEVD-Rh110 fluorescence; inhibition, % at 20 µM; 330,000 tested, 0.71% active; active means inhibition of at least 40% at 20 µM;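 further: plate controls were DMSO wells for no effect and DEVD-CHO caspase inhibitor wells for full effect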
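Assay system: Apoptosome proteins | Medium: pH 7.5 Hepes buffer with CHAPS, BSA, DTT | Also added: Cytochrome c and DEVD-Rh110 substrate | Times: 30 min plus 50 min, RT | Detection: Rhodamine 110 fluorescence at Ex 480/Em 540 nm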
UBC13 polyUb – inhibitors of human UBC13 polyubiquitin chain formation. P61088. 330,000 tested, 0.47% active. AID 485273. TR-FRET. inhibition, % at 20 µM; in the data active means inhibition above about 45%, passing the limit was not always enough
Target sequence (P61088 whole entry, looked up): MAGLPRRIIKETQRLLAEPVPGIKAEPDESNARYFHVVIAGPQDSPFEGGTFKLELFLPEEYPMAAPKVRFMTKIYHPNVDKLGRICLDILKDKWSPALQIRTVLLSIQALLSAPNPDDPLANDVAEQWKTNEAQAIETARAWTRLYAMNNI
HKDC1 inh – blocks human hexokinase HKDC1 activity; Q2TB90; recombinant HKDC1, G6PDH/diaphorase resazurin coupled fluorescence; inhibition, % at 20 µM; 340,000 tested, 0.16% active; AID 493160;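 active means inhibition above about 35% when tested at 20 µM, limit read from the data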;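 further: plate controls were DMSO wells with enzyme for no effect and DMSO wells lacking enzyme for full effect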
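Assay system – recombinant HKDC1 (HK5) hexokinase enzyme, produced in-house · Input – HKDC1 at 5 µg/mL · Reagent – glucose plus 1 mM ATP as hexokinase substrates · Timing – 90 min reaction incubation at room temperature, dark · Measured by – G6PDH/diaphorase-coupled fluorescence, 1 mM NADP, 100 µM resazurin, 525/613 nm · Benchmarks – DMSO-enzyme wells negative, buffer-substituted wells positive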
SENP7 block – inhibitors of human SENP7 protease; inhibition, % at 5 µM; AID 434973; recombinant SENP7, Z-RLRGG-aminoluciferin luminescence, 40 min; 330,000 tested, 1.5% active; Q9BQF6;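 active means inhibition above about 50% at the single test dose, limit read from the data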;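 further: plate controls were DMSO with enzyme for no effect and no enzyme buffer wells for full effect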
Target sequence (Q9BQF6 706-1050 limits assumed): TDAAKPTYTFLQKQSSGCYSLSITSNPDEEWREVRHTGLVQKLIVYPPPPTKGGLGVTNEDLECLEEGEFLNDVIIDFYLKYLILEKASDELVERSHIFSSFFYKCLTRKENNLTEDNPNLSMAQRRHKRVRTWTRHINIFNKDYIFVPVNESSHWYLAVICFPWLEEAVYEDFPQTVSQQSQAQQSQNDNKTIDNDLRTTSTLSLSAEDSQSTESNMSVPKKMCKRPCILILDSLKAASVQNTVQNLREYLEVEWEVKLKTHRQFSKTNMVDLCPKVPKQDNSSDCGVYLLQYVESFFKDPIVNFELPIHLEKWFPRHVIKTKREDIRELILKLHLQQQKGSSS
697 NFkB inh – inhibitors of the PMA/ionomycin-induced NF-kB reporter in 697 B cells | 330,000 tested, 0.33% active | 697 B-cell NF-kB luciferase reporter, 16 h | inhibition, % at 4 µM; in the data active means inhibition above about 35%
* marks the source's active call; other numbers are inactive results. Unless noted, no stated cut-off is given here; in the data, active means inhibition above about 50%; inactive means the rest.

| compound | Jurkat NFkB inh | Gli-Sufu block | SENP8 block | Apaf1 inhib | UBC13 polyUb | HKDC1 inh | SENP7 block | 697 NFkB inh |
| --- | --- | --- | --- | --- | --- | --- | --- | --- |
| CCCCNc1nc2ccccc2n1CC(=O)Nc1ccc2c(c1)OCCO2 | 2 | -1 | 6 | -31 | 6 | -4 | 7 | 10 |
| Cc1ccsc1/C=N/n1c(-c2cccnc2)n[nH]c1=S | -17 | 3 | 0 | 5 | -18 | 2 | -3 | -5 |
| Cc1ccc(CC(=O)NCCCc2ccccc2)cc1 | -13 | -27 | 1 | 13 | -2 | -3 | 4 | 13 |
| Cc1ccc2cc(CN(Cc3ccco3)C(=O)c3ccccc3)c(=O)[nH]c2c1C | 12 | 6 | -2 | 6 | 4 | 1 | 7 | -67 |
| COc1ccccc1/C=C\C=N\n1c(-c2ccc(Cl)cc2Cl)n[nH]c1=S | -3 | -8 | -30 | 17 | -12 | -3 | 3 | 1 |
| CCc1ccc(NS(=O)(=O)c2cccs2)cc1 | -3 | -4 | -4 | -14 | 5 | 12 | -5 | 16 |
| Cc1ccc(NS(=O)(=O)c2cc(C(=O)N(C)C3CCN(C)CC3)ccc2Cl)cc1Cl | -1 | -4 | -2 | 9 | -1 | -3 | -5 | -28 |
| CCC(C)Sc1cccc(-c2nc3ccccn3c2NCc2ccccc2)c1 (stereo not given) | 9 | -2 | -3 | 37 | 25 | 6 | 2 | -13 |
| O=C(Nc1cccc2[nH]ncc12)c1ccc(F)cc1 | 6 | -59 | -4 | -17 | -5 | -1 | 20 | -51 |
| CCCCn1cnc2cc(NCc3cccc(OC)c3O)ccc21 | -5 | 9 | -2 | -1 | -2 | 0 | 5 | -6 |
| C=CCc1cccc(Cl)c1OCCON1C(=O)CCC1=O | 15 | 1 | 0 | 6 | -17 | 1 | -7 | -42 |
| Cc1ccc(OCc2ccc(C(=O)Nc3ccc(C(N)=O)cc3)o2)c([N+](=O)[O-])c1 | 19 | -4 | 2 | -10 | 1 | 4 | -2 | -10 |
| COc1ccc(-n2c(C)c(C)c3c(N)ncnc32)cc1 | 11 | -27 | -10 | -3 | 31 | -4 | -5 | -7 |
| CN1CCN(c2ccc(NC(=O)c3ccc(-c4ccc(Br)cc4)o3)cc2)CC1 | 18 | 14 | 0 | 45* | 44 | -2 | 3 | -29 |
| COCC(C)n1c(SCC(=O)Nc2sccc2C(N)=O)nc2ccccc2c1=O (stereo not given) | 5 | -4 | -6 | 7 | 5 | 4 | 5 | 2 |
| COc1ccc(-c2csc(NC(=O)Cc3ccccc3F)n2)cc1OC | 10 | 36 | -8 | 22 | -3 | 6 | -4 | -27 |
| O=C1CCC/C(=N\NC(=O)COc2ccc(Cl)cc2)C1 | 15 | -4 | -1 | -6 | -9 | -8 | -5 | -4 |
| COc1cc(/C=C2/C(=N)N3N=C(CC(=O)N4CCOCC4)SC3=NC2=O)ccc1OCc1ccccc1 | -29 | -10 | -3 | -3 | -19 | 5 | 10 | 15 |
| COc1ccc(/C=N/Nc2ccc([N+](=O)[O-])cc2)cc1O | -97 | -12 | 41 | 13 | -148 | -1 | 30 | 10 |
| C[C@H](CO)N1C[C@H](C)[C@@H](CN(C)C)Oc2c(NC(=O)C3CC3)cccc2C1=O | 3 | -4 | -5 | 8 | -13 | -3 | -3 | -9 |
| CCOC(=O)Cn1nnc(-c2ccc(SC)cc2)n1 | -21 | -1 | -7 | 14 | -7 | 0 | 6 | -30 |
| Cc1ccc(S(=O)(=O)NC(=O)NC(C)(C)C)cc1 | 9 | 0 | -1 | 5 | 1 | 2 | 7 | 3 |
| COc1ccc(C(O)c2nc3ccccc3n2C(C)C)cc1 (stereo not given) | 18 | -14 | 0 | 1 | 14 | -1 | -5 | -12 |
| O=C(CCCN=C1NS(=O)(=O)c2ccccc21)OCC(=O)c1ccc(Br)cc1 | 5 | -9 | 2 | 15 | -1 | 5 | -3 | 3 |
| C=CCOc1ccc(C2C(C(=O)c3ccc(C)o3)=C(O)C(=O)N2Cc2cccnc2)cc1 (stereo not given) | -13 | -26 | -14 | 7 | -22 | -2 | -9 | -4 |
| CCC1=[N+]([O-])C(C)(/C(C)=N\O)N(O)C1(C)C (stereo not given) | 7 | 18 | 1 | -10 | -2 | -3 | -1 | 9 |
| COc1ccc(-c2nnc(-c3cccnc3)o2)cc1 | -27 | -48 | -10 | -2 | 15 | -3 | -7 | -46 |
| Cc1c(=O)n(OCc2cccc(F)c2)c2ccccc2[n+]1[O-] | -5 | -12 | 5 | -1 | 2 | -2 | 1 | 9 |
| CCCS(=O)(=O)N1CCC(C(=O)N2CCOCC2)CC1 | 5 | -21 | -6 | 3 | 4 | -9 | 0 | 1 |
| Fc1ccccc1N1CCN(Cc2cnc(Cl)s2)CC1 | 5 | -3 | -5 | 9 | -2 | -3 | 5 | -7 |
| COC(=O)CCC(=O)N1CCCC(N2CCN(c3ccc(OC)cc3)CC2)C1 (stereo not given) | 3 | -12 | -6 | 10 | -7 | -4 | 3 | 7 |
| Cc1cccc(CSC(=N)N)c1 | -6 | 6 | -6 | 8 | -3 | 7 | -2 | -35 |
| O=c1oc2cc(Cl)ccc2n1CSc1nc2ccccc2s1 | -46 | 3 | -9 | 14 | -5 | 7 | 7 | -131 |
| COc1cccc(/C=N/NC(=O)CSc2nnc(C)n2-c2ccccc2)c1OC | -1 | 4 | 7 | -5 | 2 | -9 | 1 | -2 |
| CN(C)c1ccc(N2C(=NC(=O)CCC3CCCC3)SC3CS(=O)(=O)CC32)cc1 (stereo not given) | 11 | -10 | 5 | 17 | 0 | 1 | 1 | -9 |
| CCCC(=O)Nc1cccn(Cc2ccccc2Br)c1=O | 8 | 14 | -5 | 8 | -2 | -6 | 0 | 12 |
| O=C(NCC(c1ccco1)N1CCc2ccccc2C1)c1ccccc1Cl (stereo not given) | -13 | 5 | -14 | 18 | -6 | 3 | -18 | -12 |
| CCCCn1c(N)c(N(CC)C(=O)C2=COCCO2)c(=O)[nH]c1=O | 25 | -6 | -4 | -6 | -5 | -4 | -4 | 7 |
| CC(C)(C)NC(=O)C(c1ccc(F)cc1)N(CC1CCCO1)C(=O)c1csnn1 (stereo not given) | -2 | -11 | -6 | 1 | -10 | -7 | -5 | -4 |
| O=C(NNC(=O)C(c1ccccc1)c1ccccc1)c1ccccn1 | 14 | 24 | -4 | -14 | -26 | -18 | 6 | 13 |
| C=CC[C@@H](Cc1ccc(F)cc1)C(=O)OC[C@H]1CCCN1C(=O)[C@@H](CC=C)CC(=O)N(CCO)Cc1ccccc1 | 6 | 7 | 2 | 28 | 28 | -1 | 8 | -6 |
| OCc1nnn(-c2ccccc2)c1CO | 4 | 1 | 5 | -1 | 5 | -2 | 2 | -1 |
| COc1cc(C=NNc2ccc(S(=O)(=O)Nc3ccccc3C(=O)O)cc2[N+](=O)[O-])ccc1O | -19 | 2 | -16 | 14 | -122 | 4 | -8 | 6 |
| COc1ccc(CNC(=S)NC2CCCC2)cc1 | -1 | -8 | -9 | 7 | -3 | -2 | -11 | -31 |
| CCCC(=O)n1nc(-c2ccco2)nc1SCc1ccccc1 | 0 | 7 | -4 | -8 | 3 | -2 | 0 | -8 |
| CCNC(=O)c1ccc(C23CC4CC(CC(C4)C2)C3)o1 | -11 | 1 | 1 | 8 | 4 | -1 | 4 | -33 |
| Cc1ccc(S(=O)(=O)c2nc(S(C)(=O)=O)sc2N(C)C)cc1 | 14 | -1 | 0 | -90 | 12 | -3 | 0 | 11 |
| CC(=O)N1N=C(c2cccc(O)c2)CC1c1cccs1 (stereo not given) | 13 | -6 | -14 | 6 | 0 | -4 | -2 | 12 |
| O=C(CCS(=O)(=O)c1ccccc1)N1CCN(c2ccccc2F)CC1 | -64 | -81 | 5 | -3 | 3 | -8 | -2 | -66 |
| Cc1nnc(SCC(=O)Nc2cc(-c3cc(C)c(C)cc3C)nn2-c2ccccc2)s1 | -6 | 4 | 6 | 19 | 2 | 0 | 9 | 1 |
| Cc1noc(C)c1C(=O)Nc1nc(-c2cc(F)ccc2F)cs1 | -22 | -13 | -3 | -1 | -2 | -1 | -1 | -38 |
| C=CCn1c(=NC(=O)c2cccc(N3C(=O)CCC3=O)c2)sc2cccc(OC)c21 | 8 | 2 | 9 | -9 | 37 | 1 | -5 | -9 |
| CCOc1ccc2nc(SC(C)C(N)=O)[nH]c2c1 (stereo not given) | -14 | -9 | -4 | 8 | -7 | 6 | -6 | 10 |
| Cc1ccc2nc(SCC(=O)Nc3cccc4ccccc34)nc(=O)n2c1 | -5 | -8 | -1 | -3 | -13 | -1 | -9 | -17 |
| CCN1C(=O)C2C(C1=O)N1C(c3ccccc3)C3C(=O)N(CC)C(=O)C3N1C2c1ccccc1 (stereo not given) | -7 | -17 | -12 | 13 | -5 | 2 | -8 | 3 |
| CN1CCN(C(=O)c2ccc3nc(-c4ccccc4)c(-c4ccccc4)nc3c2)CC1 | 8 | -3 | -3 | -2 | 9 | -8 | -2 | 11 |
| CC(C)Oc1ccc(S(=O)(=O)N2CCCCC2)cc1NC(=O)CN1C(=O)NC(C)(c2ccccc2)C1=O (stereo not given) | 5 | 4 | 5 | 19 | 2 | -2 | -2 | 0 |
| C=CCNC(=O)C1CC2Cn3c(nc4ccccc43)C2N1C (stereo not given) | 4 | 7 | 4 | -6 | 6 | 0 | -10 | 14 |
| CCOC(=O)C1CCN(C(=O)C2CC(=O)N(c3ccc(C)cc3)C2)CC1 (stereo not given) | -1 | 0 | -6 | -18 | -2 | -1 | 10 | 27 |
| Cc1ccc(CN2CCN(Cc3cccc(OCCO)c3)CC2CCO)o1 (stereo not given) | 16 | 0 | 4 | -3 | -4 | -11 | 5 | 2 |

The listing continues.
| compound | Jurkat NFkB inh | Gli-Sufu block | SENP8 block | Apaf1 inhib | UBC13 polyUb | HKDC1 inh | SENP7 block | 697 NFkB inh |
| --- | --- | --- | --- | --- | --- | --- | --- | --- |
| O=C(Cn1nc(-c2ccccc2)ccc1=O)NCc1ccc2c(c1)OCO2 | -7 | 0 | -12 | -1 | 2 | -11 | 2 | 5 |
| CCN(CC)CCNC(=O)Cn1nc(Cc2ccncc2)c2ccccc2c1=O | -2 | 11 | -11 | 3 | -2 | -5 | 3 | -7 |
| C[C@@H]1CC=C[C@H]2[C@H]1C(=O)N(Cc1ccccc1)[C@H]2c1ccc(Br)cc1F | 10 | -37 | 0 | 22 | 11 | -1 | 0 | 12 |
| CCN(CC)CC(=O)N(CC(=O)Nc1c(C)cc(C)cc1C)C1CCCCC1 | -17 | 1 | -7 | 1 | -4 | -8 | 1 | -8 |
| C[C@@H](NC(=O)c1nc[nH]c1C(=O)NCCCCCNC(=O)OC(C)(C)C)c1ccccc1 | 17 | 7 | 1 | 21 | -3 | 1 | -1 | -12 |
| Cc1cc(NC(=O)CCC(=O)N(Cc2cccnc2)C(C(=O)NC(C)(C)C)c2ccccc2Cl)no1 (stereo not given) | 10 | -6 | -1 | 2 | -3 | 0 | 5 | 5 |
| Cn1c(C(=O)N2CCN(c3ccc(Cl)cc3)CC2)cc2c(=O)[nH]c3ccccc3c21 | 4 | 25 | 7 | 23 | 9 | -3 | 5 | -16 |
| CCC1Oc2ccc(C)cc2N(CC(=O)N(Cc2ccc3c(c2)OCO3)CC2CCCO2)C1=O (stereo not given) | 12 | 2 | 6 | 8 | 10 | -6 | -3 | 7 |

An excerpt of these results, with two lines to a compound:
Order of results: Jurkat NFkB inh	Gli-Sufu block	SENP8 block	Apaf1 inhib	UBC13 polyUb	HKDC1 inh	SENP7 block	697 NFkB inh
> CCC1Oc2ccc(C)cc2N(CC(=O)N(Cc2ccc3c(c2)OCO3)CC2CCCO2)C1=O (stereo not given)
→ 12	2	6	8	10	-6	-3	7
> CCN(CC)CC(=O)N(CC(=O)Nc1c(C)cc(C)cc1C)C1CCCCC1
→ -17	1	-7	1	-4	-8	1	-8
> Cn1c(C(=O)N2CCN(c3ccc(Cl)cc3)CC2)cc2c(=O)[nH]c3ccccc3c21
→ 4	25	7	23	9	-3	5	-16
> O=C(Cn1nc(-c2ccccc2)ccc1=O)NCc1ccc2c(c1)OCO2
→ -7	0	-12	-1	2	-11	2	5
